Screens (PubChem BioAssay)
BCLXL inh = blocks human Bcl-xL binding to Bim BH3 peptide. GST-Bcl-xL / FITC-Bim BH3 peptide fluorescence polarization. inhibition, % at 10.9 µM. 320,000 tested, 0.7% active;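 active = inhibition above the mean of all tested compounds plus 3 SD, cutoff set per campaign, cut at about 30% in these data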;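 also: 0% = DMSO wells and 100% = unlabeled Bim-BH3 peptide competitor; inhibitors lower millipolarization by displacing the labeled peptide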
Target sequence (Q07817 whole entry, looked up): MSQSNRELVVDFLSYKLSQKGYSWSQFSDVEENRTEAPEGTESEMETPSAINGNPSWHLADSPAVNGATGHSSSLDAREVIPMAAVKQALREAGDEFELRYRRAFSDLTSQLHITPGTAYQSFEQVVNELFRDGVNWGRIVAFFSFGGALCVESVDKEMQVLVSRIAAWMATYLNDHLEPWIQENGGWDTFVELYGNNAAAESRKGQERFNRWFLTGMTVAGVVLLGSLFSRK
MCL1 BIM primary = disrupts human MCL1 binding to BIM-BH3 peptide; inhibition, % at 10.9 µM; 320,000 tested, 0.68% active; Q07820; AID 2057; GST-MCL1 / FITC-Bim-BH3 fluorescence polarization;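 active = inhibition above the mean inhibition of all tested compounds plus 3 SD, set per campaign, cut at about 40% in these data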;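 also: 0% = DMSO wells and 100% = unlabeled Bim-BH3 peptide control; higher means more loss of mP so more displacement of Bim peptide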
PAFAH1B2 inh = blocks human PAF acetylhydrolase 1b catalytic subunit 2; 340,000 tested, 1.2% active; AID 492953; recombinant PAFAH1B2, FP-rhodamine activity probe, fluorescence polarization; P68402; inhibition, % at 3.39 µM;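 active = inhibition above the mean of all tested compounds plus 3 SD, cut at about 24% in these data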;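 also: 0% = enzyme with DMSO and 100% = wells lacking PAFAH1B2; many of its hits are not listed in these tables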
Target sequence (P68402 whole entry, looked up): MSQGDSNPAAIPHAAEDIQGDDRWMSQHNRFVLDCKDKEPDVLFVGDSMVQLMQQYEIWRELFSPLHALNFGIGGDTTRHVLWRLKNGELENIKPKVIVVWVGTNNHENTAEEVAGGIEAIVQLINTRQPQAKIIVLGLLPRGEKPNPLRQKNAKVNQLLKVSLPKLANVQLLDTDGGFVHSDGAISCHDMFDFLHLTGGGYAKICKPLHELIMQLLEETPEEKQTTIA
MEX-5 binding = C. elegans MEX-5 TCR-2 RNA binding activity. Q9XUB2. MEX-5/FITC-TCR2 RNA binding, fluorescence polarization; stronger effect = lower value. activity score (negative = inhibition of binding), % at 10 µM. 300,000 tested, 0.38% active. AID 1832;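 active = inhibition past about -25% in most replicates, and total fluorescence under double the plate's negative control median, limit read from the data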;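 also: 0% = DMSO and -100% = 5 µM competing unlabeled TCR2 RNA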
PME-1 inh = blocks human protein phosphatase methylesterase 1 | inhibition, % at 5.9 µM | 320,000 tested, 0.53% active | AID 2130 | recombinant PME-1, FP-Rh probe fluorescence polarization;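 active = inhibition above the campaign mean of all compounds plus 3 SD, cut at about 26% in these data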;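 also: competitive labeling of PME-1 active site by serine hydrolase directed probe; 0% = PME-1 with DMSO and 100% = wells lacking PME-1 enzyme; inhibitors block probe labeling so polarization falls and inhibition rises; many of its hits are not listed in these tables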
Fam108B inh = Fam108B inhibition, counter-screen for RBBP9 inhibitors. recombinant Fam108B, FP-Rh probe fluorescence polarization. inhibition, % at 9.51 µM. 300,000 tested, 0.33% active. AID 1947;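 active = inhibition above the screen mean inhibition plus 3 SD, computed separately per campaign, cut at about 18% in these data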;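 also: inhibitors lower polarization as less probe binds the enzyme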
pPAFAH inh = pPAFAH (human) enzyme inhibition; Q13093; recombinant pPAFAH, FP-rhodamine probe fluorescence polarization; inhibition, % at 3.39 µM; 330,000 tested, 1.5% active;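 active = inhibition above the mean inhibition across the screen plus 3 SD, cut at about 25% in these data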;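 also: inhibitors block binding of the rhodamine activity-based probe so polarization drops; 0% = enzyme with DMSO and 100% = wells lacking pPAFAH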
Target sequence (Q13093 whole entry, looked up): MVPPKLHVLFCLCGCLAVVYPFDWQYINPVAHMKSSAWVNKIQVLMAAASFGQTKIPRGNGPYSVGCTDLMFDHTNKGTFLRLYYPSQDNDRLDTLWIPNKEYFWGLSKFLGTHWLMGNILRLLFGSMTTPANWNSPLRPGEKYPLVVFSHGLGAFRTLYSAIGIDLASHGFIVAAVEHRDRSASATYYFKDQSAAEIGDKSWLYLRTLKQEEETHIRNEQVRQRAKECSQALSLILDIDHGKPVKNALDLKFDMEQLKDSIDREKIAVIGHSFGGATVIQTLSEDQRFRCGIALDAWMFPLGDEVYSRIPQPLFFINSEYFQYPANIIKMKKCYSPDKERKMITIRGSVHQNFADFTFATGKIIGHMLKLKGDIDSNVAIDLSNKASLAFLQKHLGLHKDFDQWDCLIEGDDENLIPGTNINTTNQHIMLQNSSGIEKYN
GLD-1 RNA inh = GLD-1-TGE RNA interaction inhibition (C. elegans); purified GLD-1 + fluorescein TGE RNA, fluorescence polarization; inhibition, % at 5.96 µM; 320,000 tested, 0.44% active;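 active = percent inhibition above a per-plate cutoff, the plate mean of test compounds plus 3 SD, cut at about 30% in these data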;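 also: 0% = DMSO wells with GLD-1 and probe and 100% = wells lacking GLD-1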
AHR act = human AHR activation. P35869. activation, % at 5 µM. AHR-responsive luciferase reporter cells, luminescence. 320,000 tested, 2.5% active; in the data active = activation above about 47%;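 also: 0% = vehicle wells and 100% = reference agonist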
* hit, by the source's call. The list is partial; count on the stated rates, not on these rows.

Screening COc1ccc(-c2cc(C(F)(F)F)nc(N3CCCCCC3)n2)cc1 returned BCLXL inh 2, MCL1 BIM primary 8, PAFAH1B2 inh 3, PME-1 inh -2, Fam108B inh -5, pPAFAH inh 1, GLD-1 RNA inh -4 and AHR act 6.
`COc1ccc(OC)c(-n2c(=S)[nH]c3cc(C(=O)NCCCN4CCCC4=O)ccc3c2=O)c1` gave BCLXL inh 8, MCL1 BIM primary 4, MEX-5 binding 0.8, PME-1 inh -1, Fam108B inh 0, pPAFAH inh -1, GLD-1 RNA inh 2 and AHR act 0.
Screening CCN(CC)C(=O)c1cn(CC)c(=O)c2cc(OC)c(OC)cc12 returned BCLXL inh 1, MCL1 BIM primary -4, PAFAH1B2 inh -3, MEX-5 binding -3.3, PME-1 inh -1, Fam108B inh 0, pPAFAH inh 3, GLD-1 RNA inh -4 and AHR act -2.
Screening C/C(=N\N1CCN(c2ccc(Cl)cc2)CC1)c1ccco1 returned BCLXL inh -1, MCL1 BIM primary -6, PAFAH1B2 inh -3, MEX-5 binding 2.2, PME-1 inh 1, Fam108B inh -2, pPAFAH inh 1, GLD-1 RNA inh 0 and AHR act 6.
Screening O=C(COC(=O)C1CC2C=CC1C2)Nc1ccccc1 (stereo unspecified) returned BCLXL inh -2, MCL1 BIM primary -20, PAFAH1B2 inh 7, MEX-5 binding -2.8, PME-1 inh -4, Fam108B inh -1, pPAFAH inh 22, GLD-1 RNA inh 6 and AHR act 2.
O=C(Nc1cccnc1)c1ccccc1F was read as BCLXL inh 4, MCL1 BIM primary 4, PAFAH1B2 inh 6, MEX-5 binding -0.5, PME-1 inh 2, Fam108B inh -1, pPAFAH inh -2, GLD-1 RNA inh -11 and AHR act -2.
`CC(C)CN(C(=O)CSc1nc2ccccc2o1)c1c(N)n(Cc2ccccc2)c(=O)[nH]c1=O` gave BCLXL inh -12, MCL1 BIM primary -10, PAFAH1B2 inh 4, PME-1 inh 3, pPAFAH inh 0, GLD-1 RNA inh -2 and AHR act 2.
`c1ccc(-c2nnc(SCc3cn4ccsc4n3)o2)cc1` gave BCLXL inh 1, MCL1 BIM primary -1, PAFAH1B2 inh 0, MEX-5 binding 2.3, PME-1 inh 2, Fam108B inh 1, pPAFAH inh 2, GLD-1 RNA inh 7 and AHR act 5.
Screening O=c1oc(-c2cccs2)nc2sc3c(c12)CCCC3 returned BCLXL inh 5, MCL1 BIM primary 8, PAFAH1B2 inh -1, MEX-5 binding -2.9, PME-1 inh 1, Fam108B inh 0, pPAFAH inh 6, GLD-1 RNA inh -1 and AHR act 4.
`CC(C)CCNS(=O)(=O)c1ccc(-c2ccc(S(=O)(=O)NCCC(C)C)cc2)cc1` gave BCLXL inh 1, MCL1 BIM primary 4, PAFAH1B2 inh 5, MEX-5 binding -4.6, PME-1 inh -1, Fam108B inh -6, pPAFAH inh 3, GLD-1 RNA inh -2 and AHR act -1.
CCOC(=O)c1c(CCl)nc2ccccc2c1C was read as BCLXL inh 2, MCL1 BIM primary 0, PAFAH1B2 inh 2, MEX-5 binding 0.8, PME-1 inh -1, Fam108B inh 1, pPAFAH inh 1, GLD-1 RNA inh 5 and AHR act 32.
`COc1cccc(NC(=S)NC(=O)Cc2ccc(Cl)cc2)c1` gave BCLXL inh 8, MCL1 BIM primary 15, PAFAH1B2 inh 1, MEX-5 binding 3.9, PME-1 inh -8, Fam108B inh 1, pPAFAH inh 1, GLD-1 RNA inh 8 and AHR act 6.
`Cn1c(=O)c2c(nc(CN3CCc4ccccc4C3)n2Cc2cccc(Cl)c2)n(C)c1=O` gave BCLXL inh 4, MCL1 BIM primary 5, PAFAH1B2 inh 1, MEX-5 binding -1.2, PME-1 inh 7, Fam108B inh -4, pPAFAH inh -2, GLD-1 RNA inh -6 and AHR act 5.
`CC(C)(O)c1[nH]c2cc(F)ccc2c1C(C)(C)O` gave BCLXL inh 5, MCL1 BIM primary 2, PAFAH1B2 inh 0, MEX-5 binding -0.5, PME-1 inh 1, Fam108B inh -2, pPAFAH inh -9, GLD-1 RNA inh 1 and AHR act 41.
Screening Cc1ccc(/C=N/NC(=O)CCCOc2ccc(Cl)cc2Cl)cc1[N+](=O)[O-] returned BCLXL inh 0, MCL1 BIM primary -5, PAFAH1B2 inh -3, MEX-5 binding 2.1, PME-1 inh 0, Fam108B inh -21, pPAFAH inh -3, GLD-1 RNA inh 0 and AHR act 4.
Screening COc1ccc2[nH]cc(CCNC(=O)c3ccc4ccccc4n3)c2c1 returned BCLXL inh 1, MCL1 BIM primary 2, PAFAH1B2 inh 4, MEX-5 binding 0.5, PME-1 inh 5, Fam108B inh 0, pPAFAH inh 15, GLD-1 RNA inh 7 and AHR act 71*.
Screening COc1ccc2oc(C(=O)NC3(C)CCS(=O)(=O)C3)c(C)c2c1 (stereo unspecified) returned BCLXL inh 0, MCL1 BIM primary 5, PAFAH1B2 inh 3, MEX-5 binding -0.9, PME-1 inh -5, Fam108B inh 6, pPAFAH inh -6, GLD-1 RNA inh -1 and AHR act 17.
CCOc1ccc(Nc2cc(=O)[nH]c(=O)[nH]2)cc1 was read as BCLXL inh 7, MCL1 BIM primary 4, PAFAH1B2 inh 0, MEX-5 binding -0.4, PME-1 inh -5, Fam108B inh -4, pPAFAH inh 3, GLD-1 RNA inh 5 and AHR act 1.
Screening O=C(CNC(=O)c1ccco1)N=Nc1c(O)[nH]c2ccc([N+](=O)[O-])cc12 returned BCLXL inh 3, MCL1 BIM primary 4, PAFAH1B2 inh 10, MEX-5 binding -0.5, PME-1 inh -1, Fam108B inh 3, pPAFAH inh 6, GLD-1 RNA inh 0 and AHR act 19.
CCOCc1cc(CN2CCC(CCC(=O)NC3CC3)CC2)ccc1OC was read as BCLXL inh -1, MCL1 BIM primary 0, PAFAH1B2 inh 1, MEX-5 binding -1.4, PME-1 inh -2, Fam108B inh 3, pPAFAH inh 1, GLD-1 RNA inh 8 and AHR act -2.
`O=C(Nc1ccncc1)c1ccc2c(c1)C(=O)N(C1CCCCC1)C2=O` gave BCLXL inh 8, MCL1 BIM primary 1, PAFAH1B2 inh -2, MEX-5 binding 1.4, PME-1 inh -9, Fam108B inh -1, pPAFAH inh 0, GLD-1 RNA inh 0 and AHR act -2.
Screening CCCNC(=O)Cc1c(C)n(C(=O)c2ccc(Cl)cc2)c2ccc(OC)cc12 returned BCLXL inh 0, MCL1 BIM primary -5, PAFAH1B2 inh -4, MEX-5 binding -3.3, PME-1 inh -2, Fam108B inh 2, pPAFAH inh 10, GLD-1 RNA inh -6 and AHR act 0.
`Cc1cc(=O)oc(C)c1C(=O)NCCN1CCOCC1` gave BCLXL inh 5, MCL1 BIM primary 0, PAFAH1B2 inh -6, MEX-5 binding -0.1, PME-1 inh 2, Fam108B inh 0, pPAFAH inh 5, GLD-1 RNA inh -5 and AHR act 1.
CCOC(=O)c1sc2nc(CSc3ccccc3Cl)[nH]c(=O)c2c1C was read as BCLXL inh -5, MCL1 BIM primary -14, PAFAH1B2 inh -2, MEX-5 binding -2.7, PME-1 inh -1, Fam108B inh -6, pPAFAH inh 4, GLD-1 RNA inh -27 and AHR act -2.
`O=C(NCc1nc2ccccc2[nH]1)C1=C[C@@H](C2CCCCC2)C[C@@H](OCc2ccc(CO)cc2)O1` gave BCLXL inh 0, MCL1 BIM primary -2, PAFAH1B2 inh -2, MEX-5 binding 8.1, PME-1 inh -9, Fam108B inh -3, pPAFAH inh -7, GLD-1 RNA inh 4 and AHR act 2.
`Cc1ccc(C)c(OC2=NS(=O)(=O)c3ccccc32)c1` gave BCLXL inh 1, MCL1 BIM primary 1, PAFAH1B2 inh -2, MEX-5 binding 1.1, PME-1 inh -5, Fam108B inh 3, pPAFAH inh -2, GLD-1 RNA inh 5 and AHR act -1.
Screening COc1cc(Cl)cc(C(c2c(C(=O)O)[nH]c3ccccc23)c2c(C(=O)O)[nH]c3ccccc23)c1O returned BCLXL inh 6, MCL1 BIM primary 8, PAFAH1B2 inh 83*, MEX-5 binding 0.2, PME-1 inh -2, Fam108B inh 6, pPAFAH inh 12, GLD-1 RNA inh 5 and AHR act 32.
`COc1ccccc1NC(=O)Cn1c(CN2CCCCC2)nc2ccccc2c1=O` gave BCLXL inh 3, MCL1 BIM primary -2, PAFAH1B2 inh -4, MEX-5 binding -0.2, PME-1 inh -2, Fam108B inh 1, pPAFAH inh 1, GLD-1 RNA inh 3 and AHR act 10.
Cc1ccc2nc(Nc3ccc(C)c(Cl)c3)c3nncn3c2c1 was read as BCLXL inh 1, MCL1 BIM primary -2, PAFAH1B2 inh 4, MEX-5 binding 1.4, PME-1 inh -4, Fam108B inh 11, pPAFAH inh -1, GLD-1 RNA inh 2 and AHR act 10.
`Nc1ccc(Oc2ccc3c(c2)C(=O)N(CC2CCCO2)C3=O)cc1` (stereo unspecified) gave BCLXL inh 17, MCL1 BIM primary 6, PAFAH1B2 inh -6, MEX-5 binding -2.6, PME-1 inh 4, Fam108B inh -1, pPAFAH inh 7, GLD-1 RNA inh 0 and AHR act -6.
For COc1ccnc(N2CCN(c3ccccc3)CC2)c1C#N the results were BCLXL inh 4, MCL1 BIM primary -1, PAFAH1B2 inh 1, MEX-5 binding -2.9, PME-1 inh 10, Fam108B inh 3, pPAFAH inh -5, GLD-1 RNA inh 2 and AHR act 12.
Screening CCc1c(C)nc(N)nc1Cl returned BCLXL inh 3, MCL1 BIM primary 9, PAFAH1B2 inh 5, MEX-5 binding 1.9, PME-1 inh 1, Fam108B inh 3, pPAFAH inh -2, GLD-1 RNA inh 0 and AHR act 0.
Screening COC(=O)c1cccc(NC(=O)c2ccccc2)c1 returned BCLXL inh 3, MCL1 BIM primary 4, PAFAH1B2 inh -1, MEX-5 binding 2.2, PME-1 inh 2, Fam108B inh 0, pPAFAH inh -7, GLD-1 RNA inh 2 and AHR act 4.
Screening CSc1ccc(CN(C)CC(=O)Nc2c(F)cccc2F)cc1 returned BCLXL inh -1, MCL1 BIM primary 3, PAFAH1B2 inh -1, MEX-5 binding 1.2, PME-1 inh 0, Fam108B inh 4, pPAFAH inh 4, GLD-1 RNA inh 7 and AHR act 4.
`COc1ccccc1NC(=O)N1CCCC1C(=O)NCc1ccc(F)cc1` (stereo unspecified) gave BCLXL inh -4, MCL1 BIM primary 4, PAFAH1B2 inh 1, MEX-5 binding -0.2, PME-1 inh -5, Fam108B inh 2, pPAFAH inh 2, GLD-1 RNA inh 0 and AHR act 1.
C/C(=N\NC(=S)NCc1ccccc1)c1ccc2ccccc2c1OC(F)F was read as BCLXL inh 1, MCL1 BIM primary 6, PAFAH1B2 inh 0, MEX-5 binding 1.6, PME-1 inh -8, Fam108B inh -15, pPAFAH inh 0, GLD-1 RNA inh 6 and AHR act 3.

2 compounds drawn at random from the list so far, as already listed:
For COc1ccnc(N2CCN(c3ccccc3)CC2)c1C#N the results were BCLXL inh 4, MCL1 BIM primary -1, PAFAH1B2 inh 1, MEX-5 binding -2.9, PME-1 inh 10, Fam108B inh 3, pPAFAH inh -5, GLD-1 RNA inh 2 and AHR act 12.
Screening CCc1c(C)nc(N)nc1Cl returned BCLXL inh 3, MCL1 BIM primary 9, PAFAH1B2 inh 5, MEX-5 binding 1.9, PME-1 inh 1, Fam108B inh 3, pPAFAH inh -2, GLD-1 RNA inh 0 and AHR act 0.
